Screening data: PubChem, Broad Institute
C diff HTS = inhibitors of Clostridium difficile growth; Clostridium difficile clinical isolate growth, OD600, 24 h; active compounds read low; growth activity, negative = inhibition, % at 16 µg/mL (by protocol); 86,000 tested, 0.25% active;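 active = mean growth activity at or below -80% and every replicate also at or below -80%; inconclusive = mean at or below -80% but some replicate above -80%; inactive = mean growth activity above -80%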;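 note: 0% = DMSO wells and -100% = levofloxacin 16 µg/mL wells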
GASC1 inh = inhibitors of human demethylase GASC-1 KDM4C | Q9H3R0 | 96,000 tested, 0.15% active | GST-KDM4C 2-372, H3K9me3 peptide, LANCE TR-FRET | inhibition, % at 12.5 µM;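 active = mean replicate inhibition above about 25%, with at least 55% of replicates also reaching it, limit read from the data, passing the limit was not always enough; inconclusive = only one of those two conditions met; inactive = neither condition met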
Target sequence (Q9H3R0 2-372 limits assumed): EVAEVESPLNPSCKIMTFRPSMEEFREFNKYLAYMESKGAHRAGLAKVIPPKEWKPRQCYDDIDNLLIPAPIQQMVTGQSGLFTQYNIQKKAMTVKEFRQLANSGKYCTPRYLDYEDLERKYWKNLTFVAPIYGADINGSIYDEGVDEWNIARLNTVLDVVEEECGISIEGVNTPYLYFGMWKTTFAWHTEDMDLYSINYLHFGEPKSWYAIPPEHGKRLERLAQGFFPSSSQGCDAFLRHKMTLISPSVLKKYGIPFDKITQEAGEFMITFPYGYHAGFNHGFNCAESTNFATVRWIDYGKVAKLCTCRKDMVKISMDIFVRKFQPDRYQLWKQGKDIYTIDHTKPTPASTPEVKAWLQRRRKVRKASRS
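System: N-terminal GST-fused human GASC-1 (KDM4C) fragment, residues 2-372 / Amount: 10 nM GST-KDM4C in enzyme reaction / Also added: H3K9me3 peptide with Fe(II)/2OG / Times: 30 min demethylation and 1 h detection at room temperature / Signal: LANCE TR-FRET / Read-out basis: Fall in 671/618 emission ratio as inhibition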
T cruzi growth = blocks T. cruzi growth in NIH3T3 culture | T. cruzi beta-gal in NIH3T3, GalScreen luminescence, 90 h | inhibition, % at 8.34 µM | 77,000 tested, 5.9% active | AID 624255;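 active = mean inhibition above about 93%, with at least 55% of replicates each passing it, limit read from the data, passing the limit was not always enough; inconclusive = only one of those two conditions holds; inactive = neither condition holds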
Pf Dd2 growth = blocks growth of Plasmodium falciparum Dd2 parasites. P. falciparum Dd2 growth, SYBR Green, 72 h; active compounds read low. activity change, % at 10 µM. 94,000 tested, 2.3% active. AID 1159554; in the data active = activity change below about -80%; inconclusive = no clear call, values can overlap the other calls
Active calls of the source: *; ? = inconclusive; · = no result given; & = joins results of further samples.

1	C[C@H](CO)N1C[C@H](C)[C@@H](CN(C)C(=O)Nc2ccc3c(c2)OCO3)OCCCC[C@H](C)Oc2ccc(N(C)C)cc2C1=O
2	COc1ccccc1CNC(=O)C[C@@H]1C[C@@H]2c3cc(NC(=O)CN(C)C)ccc3O[C@@H]2[C@@H](CO)O1
3	C[C@@H]1CN([C@@H](C)CO)C(=O)Cc2cc(NS(=O)(=O)c3ccc(Cl)cc3)ccc2O[C@H]1CN(C)C(=O)Nc1ccc(C(F)(F)F)cc1
4	C[C@H](CO)N1C[C@H](C)[C@H](CN(C)C(=O)C2CCOCC2)Oc2ncc(C#Cc3ccccc3F)cc2C1=O
5	C[C@H](CO)N1C[C@H](C)[C@@H](CN(C)S(=O)(=O)c2ccc(F)cc2)Oc2ncc(Br)cc2C1=O
6	CCCC#Cc1ccc2c(c1)O[C@@H](CN(C)C(=O)C1CCC1)[C@@H](C)CN([C@@H](C)CO)S2(=O)=O
7	COc1cccc(NC(=O)N[C@@H]2C=C[C@@H](CC(=O)N3CCOCC3)O[C@H]2CO)c1
8	C[C@@H]1CN([C@@H](C)CO)C(=O)Cc2cc(NS(=O)(=O)c3ccc(Cl)cc3)ccc2O[C@@H]1CN(C)C
9	C/C=C/c1ccc2c(c1)O[C@H](CN(C)Cc1ccccc1)[C@@H](C)CN([C@@H](C)CO)S2(=O)=O
10	CCOC(=O)CCCCCC(=O)Nc1ccc2c(c1)C(=O)N([C@@H](C)CO)C[C@H](C)[C@H](CN(C)C(=O)c1ccccc1)OCCCC[C@H](C)O2
Screen / compound no.,1,2,3,4,5,6,7,8,9,10
Pf Dd2 growth,-3.7,12.4,-10.6,-23.4,37.2,-28.7,14.8,-3.7,-1.7,-67.6
C diff HTS,-1.6,·,1.1,-6.0,-1.5,-1.2,-1.6,1.6,7.7,-9.4
T cruzi growth,-18.7,41.6,30.8,-27.2,-0.4,104.9*,47.7,·,116.5*,·
GASC1 inh,1.1,-4.3,-0.9,·,·,-0.8,3.1,1.1,0.3,0.8

11	O=C(C[C@H]1CC[C@H]2NC[C@@H](O)COC[C@@H]2O1)NCCN1CCCC1
12	O=C(C[C@@H]1C=C[C@H](NC(=O)CCN2CCCCC2)[C@H](CO)O1)Nc1ccccc1
13	C[C@H]1CCCCO[C@H](CN(C)CC2CCCCC2)[C@@H](C)CN([C@@H](C)CO)C(=O)c2cc(NS(=O)(=O)c3ccc(Cl)cc3)ccc2O1
14	C[C@H]1CN([C@@H](C)CO)C(=O)c2cc(N(C)C)ccc2O[C@H]1CN(C)C
15	C[C@@H]1CN([C@@H](C)CO)C(=O)c2cc(C3=CCCC3)cnc2O[C@@H]1CN(C)Cc1cccc(F)c1
16	COCc1cn(CC[C@H]2CC[C@H](NC(=O)c3ccncc3)[C@H](CO)O2)nn1
17	C[C@@H]1CN([C@@H](C)CO)C(=O)c2cccc(NS(=O)(=O)c3cccs3)c2O[C@H]1CN(C)Cc1ccc(-c2ccccc2)cc1
18	C[C@@H]1CCCCO[C@H](CN(C)C(=O)NC2CCCCC2)[C@H](C)CN([C@@H](C)CO)C(=O)c2cc(NS(C)(=O)=O)ccc2O1
19	CCC(=O)Nc1ccc2c(c1)C(=O)N(C)[C@@H]1CC[C@@H](CC(=O)N[C@@H](C)c3ccccc3)O[C@H]1CO2
20	COc1ccc(NC(=O)N2CCCCN3[C@H](CO)[C@@H](c4ccc(-c5ccccc5C)cc4)[C@H]3C2)cc1
Screen / compound no.,11,12,13,14,15,16,17,18,19,20
Pf Dd2 growth,9.9,9.4,-51.5,9.0,-19.2,-53.1,-71.2,-13.5,-12.3,-46.3
C diff HTS,-1.8,-0.1,-19.0,0.2,5.7,·,13.3,·,0.7,21.3
T cruzi growth,·,·,88.0,26.6,?,-20.2,70.2,21.9,70.1,109.1*
GASC1 inh,0.8,-1.0,0.8,·,0.0,-1.9,0.6,-1.6,3.6,-2.1

21	C[C@H](CO)N1C[C@H](C)[C@@H](CN(C)C)Oc2c(NC(=O)c3ccncc3)cccc2C1=O
22	COc1cccc(CN2CCCCN3[C@H](CO)[C@@H](c4ccc(-c5cccnc5)cc4)[C@H]3C2)c1
23	O=C(C[C@H]1C[C@@H]2c3cc(NS(=O)(=O)c4ccccc4)ccc3O[C@@H]2[C@@H](CO)O1)N1CCOCC1
24	CO[C@H](CN(C)Cc1ccc2c(c1)OCO2)[C@H](C)CN(C(=O)Nc1ccc(F)cc1)[C@H](C)CO
25	COc1ccc2c3c([nH]c2c1)[C@H](CO)N(C(=O)c1cccnc1)CC31CCN(C(=O)Nc2cccc(F)c2)CC1
26	O=S(=O)(c1ccccc1F)N1CCCCN2[C@H](CO)[C@H](c3ccc(-c4ccncc4)cc3)[C@@H]2C1
27	COc1ccc(NC(=O)N(C)C[C@@H]2Oc3ccc(NC(=O)Cn4cnnn4)cc3C(=O)N([C@@H](C)CO)C[C@H]2C)cc1
28	C[C@H]1CN([C@@H](C)CO)C(=O)c2ccccc2-c2ccccc2CO[C@H]1CN(C)C(=O)Nc1cccc(Cl)c1Cl
29	O=C(Nc1cccc(F)c1)N1CC(=O)N2[C@H](C1)[C@@H](c1ccc(C#CC3CC3)cc1)[C@@H]2CO
30	N#C[C@@H]1[C@@H](c2ccc(C#CC3CCCCC3)cc2)[C@@H](CO)N1C(=O)Cc1ccccn1
Screen / compound no.,21,22,23,24,25,26,27,28,29,30
Pf Dd2 growth,7.6,-55.6,7.8,-13.8,-54.7,-4.3,21.4,-55.9,-82.1*,-62.2
C diff HTS,-1.1,-0.8,-6.9,·,-11.3,-10.6,·,52.4,-5.1,-8.4
T cruzi growth,-4.9,29.9,31.6,-49.4,·,43.9,-52.9,·,·,76.8
GASC1 inh,-0.5,0.2,-0.1,2.2,-1.1,0.8,0.2,-0.1,0.0,-2.5

Whole records, quoted from the list. Order of screens: Pf Dd2 growth | C diff HTS | T cruzi growth | GASC1 inh
`O=C(Nc1cccc(F)c1)N1CC(=O)N2[C@H](C1)[C@@H](c1ccc(C#CC3CC3)cc1)[C@@H]2CO` is listed as -82.1* | -5.1 | · | 0.0
`CO[C@H](CN(C)Cc1ccc2c(c1)OCO2)[C@H](C)CN(C(=O)Nc1ccc(F)cc1)[C@H](C)CO` is listed as -13.8 | · | -49.4 | 2.2

Next structures.
31	O=C(c1ccc(F)cc1)N1CC(=O)N2[C@H](CO)[C@@H](c3ccc(/C=C/c4ccccc4)cc3)[C@H]2C1
32	C[C@@H]1CN([C@H](C)CO)C(=O)c2cccc(NS(=O)(=O)c3cn(C)cn3)c2O[C@H]1CN(C)C(=O)Nc1ccccc1
33	CCCC#Cc1ccc2c(c1)O[C@@H](CN(C)CCC)[C@@H](C)CN([C@H](C)CO)S2(=O)=O
34	COCC(=O)N1[C@H](C#N)[C@@H](c2ccccc2-c2ccccc2F)[C@@H]1CO
35	C[C@H](CO)N1C[C@H](C)[C@@H](CN(C)S(=O)(=O)c2cn(C)cn2)Oc2ccc(NC(=O)Cc3ccccc3)cc2CC1=O
36	COc1ccccc1NC(=O)N1C[C@@H](O)COC[C@H]2O[C@@H](CC(=O)NCCc3ccncc3)CC[C@@H]21
37	CCCN1C[C@@H](C)[C@H](OC)CN(C)C(=O)c2ccc(NC(=O)c3ccc(F)cc3)cc2OC[C@@H]1C
38	Cc1noc(C)c1NC(=O)N(C)C[C@H]1Oc2c(NS(=O)(=O)c3cn(C)cn3)cccc2C(=O)N([C@@H](C)CO)C[C@@H]1C
39	COc1ccc2c3c([nH]c2c1)[C@H](CO)N(C(=O)C1CCCC1)CC31CCN(C(=O)NC(C)C)CC1
40	CCCC#Cc1ccc2c(c1)[C@@H]1[C@@H](CCN1S(=O)(=O)c1ccc(F)cc1)[C@@H](CO)N2C
Screen / compound no.,31,32,33,34,35,36,37,38,39,40
Pf Dd2 growth,2.0,5.8,-57.5,50.5,17.6,·,-25.0,2.9,-0.5,-35.2
C diff HTS,-5.4,0.1,·,-3.4,3.0,-5.3&-10.3,-5.8,-2.7,-2.3,-1.6
T cruzi growth,·,17.4,63.4,·,20.4,63.0,-30.6,-10.0,·,88.7
GASC1 inh,-1.3,7.8,0.5,-1.1,0.9,3.5,-0.2,0.6,-0.4,-0.1

11 of the compounds above, with two lines to a compound.
Every second line gives: Pf Dd2 growth, C diff HTS, T cruzi growth, GASC1 inh
[27] COc1ccc(NC(=O)N(C)C[C@@H]2Oc3ccc(NC(=O)Cn4cnnn4)cc3C(=O)N([C@@H](C)CO)C[C@H]2C)cc1
 : 21.4, ·, -52.9, 0.2
[28] C[C@H]1CN([C@@H](C)CO)C(=O)c2ccccc2-c2ccccc2CO[C@H]1CN(C)C(=O)Nc1cccc(Cl)c1Cl
 : -55.9, 52.4, ·, -0.1
[29] O=C(Nc1cccc(F)c1)N1CC(=O)N2[C@H](C1)[C@@H](c1ccc(C#CC3CC3)cc1)[C@@H]2CO
 : -82.1*, -5.1, ·, 0.0
[30] N#C[C@@H]1[C@@H](c2ccc(C#CC3CCCCC3)cc2)[C@@H](CO)N1C(=O)Cc1ccccn1
 : -62.2, -8.4, 76.8, -2.5
[31] O=C(c1ccc(F)cc1)N1CC(=O)N2[C@H](CO)[C@@H](c3ccc(/C=C/c4ccccc4)cc3)[C@H]2C1
 : 2.0, -5.4, ·, -1.3
[32] C[C@@H]1CN([C@H](C)CO)C(=O)c2cccc(NS(=O)(=O)c3cn(C)cn3)c2O[C@H]1CN(C)C(=O)Nc1ccccc1
 : 5.8, 0.1, 17.4, 7.8
[33] CCCC#Cc1ccc2c(c1)O[C@@H](CN(C)CCC)[C@@H](C)CN([C@H](C)CO)S2(=O)=O
 : -57.5, ·, 63.4, 0.5
[34] COCC(=O)N1[C@H](C#N)[C@@H](c2ccccc2-c2ccccc2F)[C@@H]1CO
 : 50.5, -3.4, ·, -1.1
[35] C[C@H](CO)N1C[C@H](C)[C@@H](CN(C)S(=O)(=O)c2cn(C)cn2)Oc2ccc(NC(=O)Cc3ccccc3)cc2CC1=O
 : 17.6, 3.0, 20.4, 0.9
[36] COc1ccccc1NC(=O)N1C[C@@H](O)COC[C@H]2O[C@@H](CC(=O)NCCc3ccncc3)CC[C@@H]21
 : ·, -5.3&-10.3, 63.0, 3.5
[37] CCCN1C[C@@H](C)[C@H](OC)CN(C)C(=O)c2ccc(NC(=O)c3ccc(F)cc3)cc2OC[C@@H]1C
 : -25.0, -5.8, -30.6, -0.2

(cont.)
41	CN1C(=O)c2cc(NC(=O)C3CCOCC3)ccc2OC[C@H]2O[C@H](CC(=O)NCc3ccccc3F)CC[C@@H]21
42	Cc1ccc(S(=O)(=O)N(C)C[C@@H]2Oc3ccc(NC(=O)c4ccncc4)cc3CC(=O)N([C@@H](C)CO)C[C@H]2C)cc1
43	COc1ccc(NC(=O)N(C)C[C@H]2OCCCC[C@@H](C)Oc3ccc(NC(=O)Nc4c(C)noc4C)cc3C(=O)N([C@H](C)CO)C[C@@H]2C)cc1
44	C[C@@H]1CN([C@@H](C)CO)C(=O)c2cc(NC(=O)Cn3cnnn3)ccc2O[C@H]1CN(C)C
45	COc1ccc(NC(=O)N2CC(=O)N3[C@H](CO)[C@@H](c4ccc(C#CCC5CCCC5)cc4)[C@@H]3C2)cc1
46	C[C@H](CO)N1C[C@H](C)[C@@H](CN(C)Cc2ccc(C(=O)O)cc2)Oc2ncc(C#CCN(C)C)cc2C1=O
47	COc1ccc(S(=O)(=O)Nc2cccc3c2O[C@H](CN(C)C)[C@H](C)CN([C@H](C)CO)C3=O)cc1
48	C[C@@H]1CCCCO[C@@H](CN(C)C(=O)CCCN(C)C)[C@@H](C)CN([C@H](C)CO)C(=O)c2cc(NS(C)(=O)=O)ccc2O1
49	C[C@H](CO)N1C[C@H](C)[C@H](CN(C)Cc2ccccc2)OCCCC[C@H](C)Oc2ccc(NS(=O)(=O)c3ccc(F)cc3)cc2C1=O
50	Cc1noc(C)c1NC(=O)N(C)C[C@@H]1Oc2ncc(C#CCN(C)C)cc2C(=O)N([C@@H](C)CO)C[C@@H]1C
51	Cc1ccc(S(=O)(=O)N(C)C[C@@H]2Oc3c(NC(=O)Nc4ccc5c(c4)OCO5)cccc3C(=O)N([C@H](C)CO)C[C@@H]2C)cc1
52	CC(C)NC(=O)Nc1ccc2c(c1)CC(=O)N([C@@H](C)CO)C[C@H](C)[C@@H](CN(C)S(=O)(=O)c1cccs1)O2
Screen / compound no.,41,42,43,44,45,46,47,48,49,50,51,52
Pf Dd2 growth,5.7,-0.8,36.6,18.2,-23.5,4.8,0.5,·,-37.1,20.4,-14.8,-4.6
C diff HTS,-2.9,-6.0,-1.6,-0.3,-0.3,2.5,-1.1,-1.2,13.3,-4.0,5.0,2.0
T cruzi growth,9.3,38.9,4.8,·,·,-21.2,1.8,8.7,?,-41.2,-54.3,50.0
GASC1 inh,2.9,4.2,1.2,0.5,3.1,2.6,-0.5,0.6,59.3*,0.9,0.7,-0.2
